# Source: PubChem
# RGS4 inhibitor: inhibitors of human regulator of G protein signaling 4; 0.039% of 390,000 active; Potency, µM (top dose mostly 114 µM), inactives show at the highest dose activity change, negative = inhibition, hits mostly inhibitors; Transcreener GDP fluorescence polarization, RGS4-accelerated GTP hydrolysis; AID 504845; also: potency is read from the fitted curve at half-maximal effect; % is scaled to controls: 0 for no effect and ±100 for the full control effect; nearly all actives have a fitted effect of over 75% in size; some results filed as inactive show a strong effect at the top dose
# Target sequence (P49798 whole entry, looked up): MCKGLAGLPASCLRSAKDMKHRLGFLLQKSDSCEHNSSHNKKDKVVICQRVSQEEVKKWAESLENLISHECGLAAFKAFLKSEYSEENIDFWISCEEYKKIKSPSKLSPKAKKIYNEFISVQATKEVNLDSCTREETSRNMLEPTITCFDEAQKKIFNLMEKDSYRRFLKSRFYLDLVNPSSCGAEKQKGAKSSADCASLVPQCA
#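 MLSMR compounds (23 nl, pin-transferred) preincubated 10 min at room temperature with a 500nM (2x) first reagent, then RGS4 at 900nM (2x) plus Transcreener GDP mix added; fluorescence polarization (620/688 nm) read before and after 90 min at 30 °C.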
# ALOX12 inh: blocks human arachidonate 12S-lipoxygenase. Potency, µM (doses to about 108 µM), inactives show at the top dose activity change, negative = inhibition, actives largely listed as inhibitors. 1.1% of 580,000 active. AID 1671190. purified 12hLO, xylenol orange hydroperoxide absorbance. P18054; also: potency is read from the fitted curve at half-maximal effect; % is scaled to controls: 0 for no effect and ±100 for the full control effect
# Target sequence (P18054 whole entry, looked up): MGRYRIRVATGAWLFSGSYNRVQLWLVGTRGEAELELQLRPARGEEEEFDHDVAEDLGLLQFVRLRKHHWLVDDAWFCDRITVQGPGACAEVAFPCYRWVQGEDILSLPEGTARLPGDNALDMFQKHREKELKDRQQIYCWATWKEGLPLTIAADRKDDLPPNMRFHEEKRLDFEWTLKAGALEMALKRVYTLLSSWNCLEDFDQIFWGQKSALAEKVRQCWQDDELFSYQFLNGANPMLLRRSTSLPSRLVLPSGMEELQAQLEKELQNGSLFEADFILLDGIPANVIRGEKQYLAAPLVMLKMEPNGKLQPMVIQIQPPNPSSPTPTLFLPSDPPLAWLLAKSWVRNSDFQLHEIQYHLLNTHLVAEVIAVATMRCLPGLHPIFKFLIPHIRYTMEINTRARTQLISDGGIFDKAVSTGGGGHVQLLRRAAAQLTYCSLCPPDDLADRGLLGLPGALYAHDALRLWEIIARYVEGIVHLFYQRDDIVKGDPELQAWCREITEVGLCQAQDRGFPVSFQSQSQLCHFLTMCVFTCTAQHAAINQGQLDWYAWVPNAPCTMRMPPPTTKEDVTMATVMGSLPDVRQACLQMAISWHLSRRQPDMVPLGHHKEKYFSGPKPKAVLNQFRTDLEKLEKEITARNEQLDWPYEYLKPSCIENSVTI
#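 Purified human 12hLO (150 nM final) in 25 mM Hepes, 0.01% Triton X-100, pH 7.0 was preincubated 15 min at room temperature with compound. Then 40 uM arachidonic acid was added, 30 min. Hydroperoxide was read by Fe-XO absorbance ratio 573/405 nm.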
# GLS inh: glutaminase GLS (human) inhibition. 0.21% of 410,000 active. Potency, µM (series often up to 45.5 µM), for inactives: at the highest dose activity change, negative = inhibition, hits mostly inhibitors. GLS enzymatic activity, qHTS titration. AID 624170; also: potency is read from the fitted curve at half-maximal effect; % is scaled to controls: 0 for no effect and ±100 for the full control effect
#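 Human kidney-isoform GLS in 45 mM KH2PO4 pH 8.2, 0.02% Tween-20, with compound, started with 1mM L-Glutamine (added stock). Glutamate oxidase/HRP/Amplex red coupled fluorescence read at start and after 30 min at RT.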
# BAZ2B block: blocks human BAZ2B. AlphaScreen BAZ2B-H3K14Ac peptide displacement. Potency, µM (doses to about 114 µM), for inactives: at the top dose activity change, negative = inhibition, most hits filed as inhibitors. 4.4% of 360,000 active; also: potency is read from the fitted curve at half-maximal effect; % is scaled to controls: 0 for no effect and ±100 for the full control effect; nearly all actives have a fitted effect of over 60% in size
#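 AlphaScreen displacement: compounds (up to 110uM) incubated 30 min at room temperature with a preformed 50 nM BAZ2B/50 nM biotinylated H3K14Ac peptide complex in PBS pH 7.4 with Tween-20. Donor and acceptor beads at 10 ug/mL final added, 20 min light-protected before reading.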
# HP1b binding inh: HP1-beta chromodomain-methylated histone interaction inhibition | Potency, µM (series often up to 114 µM), without a hit: at the top dose activity change, negative = inhibition, usual class: inhibitors | AlphaScreen HP1-beta / biotin-H3K9me3 peptide binding | AID 540317 | P83916 | 0.56% of 390,000 active; also: potency is read from the fitted curve at half-maximal effect; nearly all actives have a fitted effect of over 70% in size; inactives centre near 23
# Target sequence (P83916 whole entry, looked up): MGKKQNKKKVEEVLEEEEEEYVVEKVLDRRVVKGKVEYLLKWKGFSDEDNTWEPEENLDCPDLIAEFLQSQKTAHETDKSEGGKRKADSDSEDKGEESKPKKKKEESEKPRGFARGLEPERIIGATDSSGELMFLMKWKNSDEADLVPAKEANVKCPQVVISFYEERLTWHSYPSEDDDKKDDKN
#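 Compound inhibition of the preformed complex between 50 nM HP1-beta and 50 nM biotinylated H3K9me3 peptide was read by AlphaScreen. Buffer was PBS pH 7.4 with 0.01% Tween-20. Incubations ran 30 min at room temperature, with 10 ug/mL donor/acceptor beads.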
# JMJD2A Tudor inh: JMJD2A Tudor domain (human) inhibition; O75164; Potency, µM (titrated, usually from 114 µM), without a hit: at the top dose activity change, negative = inhibition, hits mostly inhibitors; AID 504339; AlphaScreen JMJD2A-Tudor / H3K4me3 peptide binding; 4.4% of 390,000 active; also: potency is read from the fitted curve at half-maximal effect; % is scaled to controls: 0 for no effect and ±100 for the full control effect; nearly all actives have a fitted effect of over 50% in size
# PI4K2A inh: inhibitors of human PI4K2A; Q9BTU6; 0.13% of 420,000 active; AID 1346378; activity change, negative = inhibition, % at 76.9 µM; purified PI4K2A, ADP-Glo luminescence, 1 h; hits give low values; in the data active = activity change below about -50%; inconclusive = mostly about -30% to -49%;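 also: -100% = wells without enzyme as full effect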
#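 Compounds are screened against recombinant PI4K2A using PI as substrate and ATP, the latter dispensed at 300 microM. Reactions run one hour at ambient temperature before ADP-Glo detection; full inhibition defined by wells lacking enzyme.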
# G9a inh: blocks human histone lysine methyltransferase G9a; Q96KQ7; 8.8% of 350,000 active; G9a H3K9 monomethylation, AlphaScreen, 2 h; Potency, µM (titrated, usually from 102 µM), for the others: at the top dose activity, negative = inhibition, usual class: inhibitors; also: potency is read from the fitted curve at half-maximal effect; % is scaled to controls: 0 for no effect and ±100 for the full control effect; nearly all actives have a fitted effect of over 75% in size
#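 AlphaScreen read-out: biotin-H3K9 peptide (500 nM) methylation by 20 nM enzyme with 20 uM SAM, 2 h at room temperature after 15 min compound preincubation; anti-monomethyl H3K9 antibody plus donor/acceptor beads, 10 min dark.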
# ERG-DNA inh: inhibitors of human ERG Ets domain-DNA interaction. P11308. fluorescence polarization, His-ERG Ets domain / labelled DNA. Potency, µM (top dose mostly 76.9 µM), for the others: at the highest dose FP activity, negative = inhibition, hits mostly inhibitors. 0.028% of 370,000 active. AID 624246; active = well fitted inhibition curve with a large enough effect in the polarisation, with a control signal flat; inconclusive = small, poorly fitted or top-dose-only effect, or effect the other way, or a change in a side signal; inactive = no such curve, though single readings can be large or run the other way; the % refers to the polarisation;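 also: polarization taken with two DNA probes labelled with fluorescein and Texas red; potency is read from the fitted curve at half-maximal effect; % of control where 0% means no effect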
#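 His-tagged ERG Ets domain (1 uM in the protein solution; 300mM KCl, 50mM Tris-HCl, 1mM EDTA, 1mM DTT, pH 7.5) received compound, then a probe mix of 5 nM fluorescein-DNA and 100nM Texas-615-DNA. Fluorescence polarization was read for both dyes.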
# Starred values were filed as active, the others as inactive; ? = inconclusive; . = not tested or not shown; & = joins results of further samples; [ ] = dose if it differs, or a comment. Unless noted, calls follow the shape of the dose curve; as a rule, active = well fitted curve in the direction sought with a large enough effect; inconclusive = small, poorly fitted or top-dose-only effect, or another doubt; inactive = no such curve, though single readings can be large; an effect the other way counts as inactive or inconclusive.
nr	SMILES	RGS4 inhibitor	ALOX12 inh	GLS inh	BAZ2B block	HP1b binding inh	JMJD2A Tudor inh	PI4K2A inh	G9a inh	ERG-DNA inh
1	CC(C)c1ccc(/C=C2\SC(N3CCCC3)=NC2=O)cc1	-19%	-6%	0%	-3%	13%	-15%	-1	4%[59 µM]	-1%
2	CCCn1c(-c2ccncc2)n[nH]c1=S	-4%	?	-9%	5%	6%	7.9µM*	-1	?	5%
3	O=C(CCc1ccccc1)Nc1cccnc1	8%	0%	0%	-8%	31%[activator]	-10%	4	18%	6%
4	COCOc1ccc(C2CC(=O)c3c(OCOC)cc(OCOC)cc3O2)cc1 (stereo not drawn)	1%	-11%	0%	.	42%[activator]	-12%	-2	.	9%
5	COc1ccc(CN(C)CCCn2cnc3c(OCc4ccccc4)ncnc32)cc1	-1%	1%	-1%	.	36%	-7%	3	.	-5%
6	CCCCNS(=O)(=O)c1cc2c3c(c1)CCN3C(=O)CC2	13%	8%	18%	-12%	25%	7%	-2	11%	0%
7	CC1=C(C(=O)N2CCOCC2)C(c2ccc(Cl)cc2)NC(=S)N1 (stereo not drawn)	-32%	-23%	-9%	22%	49%[activator]	-6%	-1	71µM*	2%
8	O=C(NCC1CC1)C1(C(F)(F)F)CC(CCCO)CCCO1 (stereo not drawn)	19%&-5%	24%	7%	.	37%&18%	-21%&-14%	-1	.	5%
9	CC1(C)CC(=O)C2=C(C1)N(Cc1cccnc1)C(=O)C2(NC(=O)C1CC1)C(F)(F)F (stereo not drawn)	-4%	1%	-1%	4%	26%	-16%	-2	-10%[12.7 µM]	4%
10	O=C(Nc1ccccc1)N1CCC(C(=O)N2CCN(c3ccccc3F)CC2)CC1	10%	0%	2%	.	29%	-13%	0	17%	-8%
11	CCOC(=O)c1ccc(Nc2c(OCC)c(=O)c2=O)cc1	-13%	?	1%	-39%	16%	-26%	-9	-47%	4%
12	COC(CNS(=O)(=O)c1cccc2nonc12)OC	3%	1%	-7%	16%	31%	-2%	0	15%	6%[15.4 µM]
13	Cc1ccc(C(=O)NCCCNC(=O)COc2ccc(Cl)cc2)cn1	7%	17%	8%	7%	5%	-20%	-8	-7%[59 µM]	-7%
14	O=C(C1CC1)N1CCc2cc(Br)cc(S(=O)(=O)N3CCN(c4ccccc4F)CC3)c21	16%	-19%	-1%	-4%	19%	-12%	-2	-9%[59 µM]	1%
15	CC1CCCN(C(=O)CSc2ncccn2)C1 (stereo not drawn)	13%	-8%	-2%	6%	1%	-20%	3	?	9%
16	CCc1cccc(C)c1NC(=S)N1CCCCC1c1cccnc1 (stereo not drawn)	20%[11.4 µM]	6%	-7%	-2%	49%[activator]	-7%[11.4 µM]	-3	2%	-3%
17	Cn1nc(OCCOc2ccccc2)ccc1=O	-16%	6%	-4%	1%	16%	12%	-3	28%	-4%
18	O=C(Nc1ccncc1)c1cccc(S(=O)(=O)N2CCN(c3ccc(F)cc3)CC2)c1	18%	3%	6%	?	-23%	?	1	?	2%
19	COc1cc(CN2CCC(C(=O)NC3CCCC3)CC2)ccc1O	8%	?	11%	32µM*	?	?	5	?	4%
20	CCCNC(=O)CSc1nc2ccccc2c(=O)n1CCC	-1%	-53%	11%	.	35%	1%	1	6%	-5%
21	COc1ccc(S(=O)(=O)N(CC(=O)NCc2ccco2)c2ccccc2)cc1OC	38%	-18%	-1%	-2%	4%	-17%	2	4%[12.7 µM]	-3%
22	Cc1cnc(NC(=O)CSC(=S)N2CCOCC2)s1	-2%	-2%	1%	2%	35%	3%	1	-33%	-1%[15.4 µM]
23	COc1ccccc1N(Cc1ccccc1)S(=O)(=O)c1cccc(C(=O)O)c1	14%	-18%	-15%	-35%	40%[activator]	-1%	-2	-51%[59 µM]	1%
24	CCN1CCN(CC(O)COC(c2ccccc2)c2ccccc2)CC1 (stereo not drawn)	0%	-9%	-2%	.	35%	-5%	2	8%	4%

# 9 entries out of the list, ordered by molecular weight, falling.
nr	SMILES	RGS4 inhibitor	ALOX12 inh	GLS inh	BAZ2B block	HP1b binding inh	JMJD2A Tudor inh	PI4K2A inh	G9a inh	ERG-DNA inh
14	O=C(C1CC1)N1CCc2cc(Br)cc(S(=O)(=O)N3CCN(c4ccccc4F)CC3)c21	16%	-19%	-1%	-4%	19%	-12%	-2	-9%[59 µM]	1%
21	COc1ccc(S(=O)(=O)N(CC(=O)NCc2ccco2)c2ccccc2)cc1OC	38%	-18%	-1%	-2%	4%	-17%	2	4%[12.7 µM]	-3%
23	COc1ccccc1N(Cc1ccccc1)S(=O)(=O)c1cccc(C(=O)O)c1	14%	-18%	-15%	-35%	40%[activator]	-1%	-2	-51%[59 µM]	1%
24	CCN1CCN(CC(O)COC(c2ccccc2)c2ccccc2)CC1 (stereo not drawn)	0%	-9%	-2%	.	35%	-5%	2	8%	4%
16	CCc1cccc(C)c1NC(=S)N1CCCCC1c1cccnc1 (stereo not drawn)	20%[11.4 µM]	6%	-7%	-2%	49%[activator]	-7%[11.4 µM]	-3	2%	-3%
19	COc1cc(CN2CCC(C(=O)NC3CCCC3)CC2)ccc1O	8%	?	11%	32µM*	?	?	5	?	4%
20	CCCNC(=O)CSc1nc2ccccc2c(=O)n1CCC	-1%	-53%	11%	.	35%	1%	1	6%	-5%
22	Cc1cnc(NC(=O)CSC(=S)N2CCOCC2)s1	-2%	-2%	1%	2%	35%	3%	1	-33%	-1%[15.4 µM]
17	Cn1nc(OCCOc2ccccc2)ccc1=O	-16%	6%	-4%	1%	16%	12%	-3	28%	-4%

# New compounds follow
nr	SMILES	RGS4 inhibitor	ALOX12 inh	GLS inh	BAZ2B block	HP1b binding inh	JMJD2A Tudor inh	PI4K2A inh	G9a inh	ERG-DNA inh
25	NC(=O)Cn1nnc(-c2ccc(C(F)(F)F)cc2)n1	17%	-16%	-5%	-1%	23%	-9%	-5	-33%[12.7 µM]	0%
26	Cc1cc(Cl)c(S(=O)(=O)N2CCSCC2)cc1OCC(N)=O	28%	0%	2%	6%	18%	-12%	-3	-28%[12.7 µM]	-10%
27	COC(=O)CCc1n[nH]c(=O)[nH]c1=O	17%	1%	-6%	0%	19%	-5%	-3	-4%	-1%
28	CC(=O)c1ccc(NC(=O)C(NC(=O)c2ccccc2)=C(C)C)cc1	27%	5%	8%	6%	37%	-2%	0	12%	10%
29	Cc1ccc(-n2nnc(-c3nsc(NC(=O)c4ccc(C)c(C)c4)n3)c2C)cc1	-14%	-16%	-15%	-3%	5%	-17%	-1	8%[59 µM]	1%
30	N#C/C(=C/c1ccc(Br)o1)C(N)=O	-8%	0%	0%	-4%	39%[activator]	9%	12	1%[59 µM]	-1%
31	COc1ccc(S(=O)(=O)N2CCOCC2)cc1C(=O)Nc1cc(C)on1	16%	2%	-7%	12%	40%[activator]	-6%	0	0%[12.7 µM]	-10%
32	CC1=C(C(=O)Nc2ccccn2)C(c2ccc(N(C)C)cc2)n2ncnc2N1 (stereo not drawn)	26%	-1%[57.4 µM]	27%	-9%	-1%	-18%	-10	?	.
33	COCc1cc(C)nc(SCC[N+](C)(C)CC(=O)Nc2cccc(C)c2)c1C#N	20%	-9%	-6%	-12%	34%	-9%	-9	8%	0%
34	Cc1cc(C)n(-c2nc3c(c(=O)[nH]c(=O)n3C)n2CC(O)c2ccccc2)n1 (stereo not drawn)	-16%	-11%	-2%	0%	16%	8%	6	9%[12.7 µM]	-5%
35	N#CCCN(Cc1ccccc1)C(=O)c1cccs1	5%	0%	0%	27%	28%	4%	-2	2%	0%
36	Cc1cccc2cc(/C=N/NC(=O)CN3CCOCC3)c(Cl)nc12	0%	2%	-3%	-2%	35%	-13%	-2	-49%	-8%
37	COC1(OC)N=C(N)C2(C#N)C(c3ccc(F)cc3)C12C#N (stereo not drawn)	31%	?	-9%	-33%	11%	-28%	-2	25%[12.7 µM]	1%
38	Clc1ccccc1-c1nc2ccccc2c2nncn12	-14%[56.9 µM]	24%	-4%	-2%	53%[activator]	-6%[57.1 µM]	-2	4%	0%
39	O=C(c1ccccc1)C1Oc2ccccc2C2CC(c3cccs3)=NN12 (stereo not drawn)	-10%	0%	0%	-14%	10%	-28%	2	?	4%
40	CCCCOC(=O)c1ccc(NC(=O)C2CCCO2)cc1 (stereo not drawn)	-10%	0%	-8%	-3%	57%[activator]	-14%	1	3%[59 µM]	-1%
41	COc1cccc(N2CCN(c3ncnc4c3c(-c3ccccc3)cn4-c3ccc(F)cc3)CC2)c1	2%	?	-7%	-3%	16%	-29%	-5	-3%[59 µM]	-3%
42	Cc1ccc(O)c(NC(=O)c2ccco2)c1	6%	-2%	41%[activator]	11%	23%	-12%	-2	12%[59 µM]	2%
43	CSc1ccccc1NC(=O)c1noc2c1CCC2	-41%	?	-11%	40µM*	50µM*	50µM*	-5	14µM*	4%
44	Cc1ccc(NC(=O)N2CCC(C(N)=O)CC2)cc1	-6%	19%	-22%	-1%	28%	4%	-1	1%[12.7 µM]	.

# The list is partial (hit frequency here may not be typical).
